# procasp7 counter: procaspase-7 activators, primary screen, counter-screen for procaspase-3 activator project, biochemical, absorbance, HTS, human; recombinant procaspase-7, Ac-DEVD-pNA absorbance 405 nm; D23A/D198A/D206A triple mutant, cannot self-cleave; scale: DMSO 0, 5 µM enzyme 100; activation, % at 8.5 µM; AID 463210, 2010; 330,000 compounds, 0.093% hits;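 active = percent activation above the screen-wide mean plus 3 SD, cut at about 25% in these data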
# Target sequence (P55210 whole entry D23A/D198A/D206A): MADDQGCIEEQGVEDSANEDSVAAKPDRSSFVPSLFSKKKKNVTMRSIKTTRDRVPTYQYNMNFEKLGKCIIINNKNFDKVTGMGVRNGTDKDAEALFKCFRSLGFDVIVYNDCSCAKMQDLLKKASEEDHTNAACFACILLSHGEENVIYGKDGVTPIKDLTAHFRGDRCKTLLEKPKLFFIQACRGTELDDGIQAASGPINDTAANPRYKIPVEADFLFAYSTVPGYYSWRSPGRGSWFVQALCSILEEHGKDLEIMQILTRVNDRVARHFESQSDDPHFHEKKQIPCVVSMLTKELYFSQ
#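 Material: Procaspase-7 triple mutant (PC-7 D3A) | Quantity: 2 µM procaspase-7 mutant as dispensed | Reagent: DEVD-pNA substrate | Times: 1 h preincubation, 2 h reaction | Technique: 405 nm absorbance of p-nitroaniline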
# TPT1 inh: Candida albicans TPT1 enzyme inhibitors, primary screen, biochemical, fluorescence polarization. 300,000 compounds, 0.81% hits. recombinant caTPT1, FP RNA substrate dephosphorylation. AID 1962, 2009. tRNA 2'-phosphotransferase TPT1 (Candida albicans SC5314). inhibition, % at 5 µM;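 active = inhibition above the mean of all tested compounds plus 3 SD, set per screening campaign, cut at about 24% in these data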;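 also: plate controls were DMSO alone for no effect and ferristatin control at 100 nM for full effect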
# PP1 inh: PP1-alpha phosphatase inhibitors, primary screen, counter-screen for PP5 inhibitor project, biochemical, fluorescence, OMFP substrate, single point; Serine/threonine-protein phosphatase PP1-alpha catalytic subunit (Homo sapiens), P62136; purified PP1alpha; inhibition, % at 6.7 µM; 320,000 compounds, 0.9% hits;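 active = inhibition above the mean inhibition of all tested compounds plus 3 SD, computed separately for each screening campaign, cut at about 15% in these data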
# Target sequence (P62136 whole entry, looked up): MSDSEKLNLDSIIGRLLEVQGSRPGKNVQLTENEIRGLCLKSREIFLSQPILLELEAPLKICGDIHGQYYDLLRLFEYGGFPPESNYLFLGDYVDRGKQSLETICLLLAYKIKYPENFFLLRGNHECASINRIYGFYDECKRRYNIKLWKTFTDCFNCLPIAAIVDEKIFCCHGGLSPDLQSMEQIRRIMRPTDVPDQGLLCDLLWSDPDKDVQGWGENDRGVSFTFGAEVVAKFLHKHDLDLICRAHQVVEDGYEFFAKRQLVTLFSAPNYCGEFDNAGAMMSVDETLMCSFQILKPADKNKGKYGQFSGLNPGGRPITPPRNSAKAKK
# GASC-1 inh: inhibitors of GASC-1 histone demethylase, primary screen, biochemical, fluorescence, DELFIA europium; 330,000 compounds, 0.069% hits; GST-JMJD2C(1-420) H3K9me3 demethylation; inhibition, % at 2.35 µM; Lysine-specific demethylase 4C (Homo sapiens), Q9H3R0; AID 2099, 2009;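 active = more than half of a compound's replicate wells show inhibition beyond 50%, single wells judged on their own value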;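 also: signal counts dimethyl H3K9 product captured on neutravidin plate; 0% = median of DMSO wells and 100% = 0.3 times that DMSO median; strong numbers were not always called active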
# Target sequence (Q9H3R0 1-420 limits assumed): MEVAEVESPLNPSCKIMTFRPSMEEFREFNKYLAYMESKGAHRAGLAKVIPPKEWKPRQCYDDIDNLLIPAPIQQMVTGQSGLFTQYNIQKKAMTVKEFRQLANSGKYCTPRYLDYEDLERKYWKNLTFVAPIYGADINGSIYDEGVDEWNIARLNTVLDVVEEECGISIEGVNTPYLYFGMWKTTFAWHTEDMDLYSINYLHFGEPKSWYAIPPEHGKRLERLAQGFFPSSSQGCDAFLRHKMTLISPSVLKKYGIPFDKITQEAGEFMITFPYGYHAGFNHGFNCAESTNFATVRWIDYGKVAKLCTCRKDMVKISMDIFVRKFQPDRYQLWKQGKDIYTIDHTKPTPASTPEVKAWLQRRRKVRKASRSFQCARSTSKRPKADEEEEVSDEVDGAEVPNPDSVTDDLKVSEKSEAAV
# PP5 primary: PP5 phosphatase inhibitors, primary screen, biochemical, fluorescence. 320,000 compounds, 0.18% hits. Serine/threonine-protein phosphatase 5 (Homo sapiens), P53041. inhibition, % at 6.7 µM. AID 1987, 2009. purified PP5c, OMFP substrate fluorescence;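 active = inhibition above the campaign's mean inhibition across all tested compounds plus 3 SD, cut at about 9.5% in these data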;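 also: 0% = DMSO only and 100% = 100 µM cantharidin control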
# procasp3 activ: activators of human procaspase-3 D3A mutant, primary screen, biochemical, absorbance, PC-3 D3A mutant, single concentration | recombinant procaspase-3 D3A, Ac-DEVD-pNA absorbance 405 nm | activation, % at 8.5 µM | 330,000 compounds, 0.11% hits | AID 463141, 2010;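 active = activation above the mean of all tested compounds plus 3 SD, cut at about 21% in these data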;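 also: 0% = DMSO alone and 100% = DMSO wells spiked with extra 5 µM PC-3 D3A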
#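 Test system: Procaspase-3 D3A mutant; medium: Zinc-free HEPES/NaCl buffer with 0.01% Triton X-100 at pH 7.4; reagent: DEVD-pNA substrate; doses: one concentration, 8.5 µM nominal, 0.8% DMSO; times: 1 h preincubation plus 2 h reaction at 25 °C; signal: Epi-absorbance at 405 nm of released p-nitroaniline, 0 and 120 min; replicates: singlicate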
# Efflux pump inh: inhibitors of Candida efflux pumps in yeast, primary screen, S. cerevisiae, Nile Red, multiplex; inhibition, % at 10 µM; 330,000 compounds, 0.44% hits; AID 485275, 2010; S. cerevisiae Candida pump triplex;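 active = plate passing quality check with inhibition over a set limit, or well fluorescence over plate mean plus 4 SD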;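 also: Nile Red retained in pooled yeast measured as flow cytometry median fluorescence; 0% = buffer negative control and 100% = Enniatin B positive control; higher means more Nile Red kept so more efflux inhibition; some compounds called inactive have numbers as strong as hits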
# HCV core dimer: inhibitors of HCV core protein dimerization, primary screen, biochemical, TR-FRET, high-throughput. TR-FRET GST/Flag-core106 dimerization, 1536-well. inhibition, % at 5 µM. 300,000 compounds, 0.33% hits. AID 1899, 2009;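 active = inhibition above the mean of all tested compounds plus 3 SD, set per screening campaign, cut at about 45% in these data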
#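 Assay system: tagged HCV core106 pair (GST and Flag); medium: KF-containing HEPES buffer, pH 7.45, DTT, CHAPS, BSA; also added: Eu donor and XL665 acceptor anti-tag antibodies; dosing: 5 µM single dose; timing: compound-protein-antibody incubation 4 h at 22.5 °C; signal: TR-FRET 671 and 617 nm emission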
# CTSL1 counter: Fasciola hepatica cathepsin L1 inhibitors, primary screen, counter-screen for PFM18AAP inhibitor project, biochemical, QFRET, fluorogenic peptide substrate; recombinant F. hepatica cathepsin L1, Z-Leu-Arg-MCA fluorescence; inhibition, % at 5.96 µM; 300,000 compounds, 0.49% hits;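 active = inhibition above the mean of all tested compounds plus 3 SD, set per screening campaign, cut at about 17% in these data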;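 also: 0% = plate median of test compound wells and 100% = 1 µM Z-Phe-Ala-diazomethylketone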
# * marks the source's active call; other numbers are inactive results; x = not tested or not shown.
SMILES,procasp7 counter,TPT1 inh,PP1 inh,GASC-1 inh,PP5 primary,procasp3 activ,Efflux pump inh,HCV core dimer,CTSL1 counter
Cc1ccc(S(=O)(=O)N2CCN(Cc3cc(=O)n4ccccc4n3)CC2)c(C)c1,2,x,2,-2,3.5,1,-0.1,x,x
Oc1ccc(C[C@@H]2CNCCN2CCC23CC4CC(CC(C4)C2)C3)cc1,-6,-4,4,-3,0.3,2,-0.1,-18,-4
COc1ccc(C(CNC(=O)COc2cc(C)ccc2Cl)N2CCCCC2)cc1 (stereo not given),3,0,-1,-10,-1.4,-13,0.1,-5,4
Cc1cc(N2CCN(C3CCCC3)CC2)n2c(nc3ccccc32)c1C#N,5,-2,0,-17,0.1,1,-0.1,-2,-2
CC(=O)c1ccc(NC(=O)[C@@H]2CCCN2C(=O)OC(C)(C)C)cc1,-2,-1,0,-4,0.4,2,-0.1,7,0
O=S(=O)(Nc1ccc(Br)cc1)N1CCOCC1,-1,-2,-2,-2,0.5,-2,0.2,-8,2
COc1ccc(CCNC(=O)c2cnc3ccccn3c2=O)cc1,-2,-2,4,-6,-1.3,-3,0.0,7,3
Oc1ccc(/C=N/NC(=S)NCCN2CCOCC2)c(O)c1,6,-2,1,6,-3.4,-1,0.0,-16,2
CCCCC1CCC(c2nc(-c3ccccn3)no2)CC1 (stereo not given),11,-2,-1,-2,1.0,-7,0.1,4,1
Cc1cccc(NC(=S)NC2CC3CCCC(C2)N3CC(C)C)c1 (stereo not given),2,-1,3,-1,1.8,5,-0.2,-3,-6
O=C(NCc1ccco1)c1ccccc1-c1nc(-c2ccccc2)no1,9,2,-6,14,4.4,-2,0.3,-1,0
COc1cccc(C(=O)NNC(=O)Cc2csc(N)n2)c1,9,0,0,1,1.4,1,-0.1,0,0
CC1=C(C(=O)NCCCOC(C)C)C2(CCC(C)CC2)OC1=O (stereo not given),-7,2,-2,-7,2.1,-9,0.1,1,1
O=C(c1ccco1)N1N=C(c2ccc(Cl)cc2)CC1c1ccco1 (stereo not given),1,-4,12,-11,2.5,5,0.0,14,1
COc1ccc(NS(=O)(=O)c2cc(NC(=O)c3cccc(OCc4c(C)noc4C)c3)ccc2OC)cc1,2,4,2,-4,1.9,-1,-0.3,11,5
Cc1cccn2c(=O)c(C=Nc3ccccc3)c(NCCO)nc12,3,-1,0,-7,2.2,-1,0.0,-5,-2
CC1CC(CCC(=O)NC(=S)Nc2ccc(S(N)(=O)=O)cc2)C(=O)O1 (stereo not given),-7,-1,-2,2,1.6,4,-0.1,-2,-4
COc1ccc(OC)c(/C=C/C(=O)OCC(=O)N2CCCCC2)c1,8,x,x,2,x,-1,0.1,x,x
CCCC(=O)N1CCN(c2ccc([N+](=O)[O-])c(NC(C)c3ccccc3)c2)CC1 (stereo not given),-29,3,5,2,4.1,-7,0.1,8,4
COC(=O)c1cc(OC)c(OC)cc1NCC(=O)Nc1ccc(C)cc1,-1,-2,2,13,0.3,0,-0.1,-4,4

# Part of the list above with just procasp3 activ and TPT1 inh.
SMILES,procasp3 activ,TPT1 inh
Oc1ccc(C[C@@H]2CNCCN2CCC23CC4CC(CC(C4)C2)C3)cc1,2,-4
O=C(NCc1ccco1)c1ccccc1-c1nc(-c2ccccc2)no1,-2,2

# Continued:
SMILES,procasp7 counter,TPT1 inh,PP1 inh,GASC-1 inh,PP5 primary,procasp3 activ,Efflux pump inh,HCV core dimer,CTSL1 counter
CC(C)(C)NC(=O)C(c1ccco1)N(Cc1ccc2c(c1)OCO2)C(=O)c1snc(C(N)=O)c1N (stereo not given),0,2,4,3,1.7,3,0.1,13,0
O=C(NCCCN1CCOCC1)C1Nc2ccc(OC(F)(F)F)cc2C2C=CCC12 (stereo not given),-4,-2,0,14,-0.9,4,-0.1,1,-3
Cc1nn(Cc2c(Cl)cccc2Cl)c(C)c1NC(=O)c1cc(C(C)C)on1,3,-1,4,2,4.4,-1,0.2,5,-8
CCCNc1c(NS(=O)(=O)c2cccs2)c(=O)oc2ccccc12,-7,0,-3,16,1.6,4,0.2,-7,3
Brc1cccc(CNCc2cccs2)c1,1,-1,-5,0,2.0,2,0.0,1,-3
COc1cc(C(=O)NCCOc2ccccc2C)cc(OC)c1OC,2,-6,3,1,-1.2,-3,-0.2,2,-1
CC(C)(C)C(=O)Nc1ccc(-c2nc3ccccc3c(=O)o2)cc1,3,-4,-2,-9,2.1,0,-0.2,9,4
CCOC(=O)c1ccccc1NC(=O)Cn1cnc2c(oc3ccccc32)c1=O,7,-2,0,-5,3.0,7,0.1,11,0
NC(=O)c1ccsc1NC(=O)COC(=O)/C=C/c1ccc([N+](=O)[O-])cc1,4,-1,5,-1,0.3,6,0.0,34,-1
O=C(Nc1ccc2c(c1)OCO2)NC1CCN(Cc2ccccc2)CC1,11,0,-6,-5,1.3,-2,0.8,-1,-4
CN(c1ccccc1)c1nc(N)c([N+](=O)[O-])c(Nc2ccccc2F)n1,7,-1,3,1,1.2,4,-0.1,-6,3
CC(NC(=O)NNC(N)=S)(C(F)(F)F)C(F)(F)F,3,-3,-1,43,2.1,-13,-0.1,-4,-2
CC(C)CNC(=O)COC(=O)/C=C/c1ccccc1[N+](=O)[O-],-6,-2,-5,18,-0.2,4,0.0,1,-30
Cc1cccc(CCNC(=O)CC2C(=O)NCCN2Cc2ccccc2C)n1 (stereo not given),-1,-7,-1,-5,2.9,8,-0.2,9,-2
O=C(COC(=O)CNC(=O)c1cccc(F)c1)NCCC1=CCCCC1,-2,0,0,-3,3.2,-1,0.1,1,22*
O=C(NCC1CCCO1)C1CC(=O)N(c2ccc(Cl)cc2)C1 (stereo not given),4,-5,0,2,2.2,-2,-0.2,-3,-2
COc1ccc(N2CCN(Cc3cc(=O)oc4cc(C)c(Cl)c(C)c34)CC2)cc1,-20,3,1,1,2.7,-6,0.2,10,-2
CCOc1cc(/C=N/N2CCOCC2)ccc1OCc1ccc(C(=O)OC)o1,11,1,3,10,-2.2,4,0.1,-1,-1
CCc1cc(=O)oc2cc(OCC(=O)O)c(Cl)cc12,2,-5,3,-8,2.3,0,0.0,6,1
COc1ccc(C)cc1NC(=O)CCNS(=O)(=O)c1cccc(C(F)(F)F)c1,1,4,2,-4,4.9,0,-0.1,-5,1

# Single records, as listed above.
# `O=C(NCCCN1CCOCC1)C1Nc2ccc(OC(F)(F)F)cc2C2C=CCC12` (stereo not given) is entered as procasp7 counter: -4; TPT1 inh: -2; PP1 inh: 0; GASC-1 inh: 14; PP5 primary: -0.9; procasp3 activ: 4; Efflux pump inh: -0.1; HCV core dimer: 1; CTSL1 counter: -3
# `Cc1nn(Cc2c(Cl)cccc2Cl)c(C)c1NC(=O)c1cc(C(C)C)on1` is entered as procasp7 counter: 3; TPT1 inh: -1; PP1 inh: 4; GASC-1 inh: 2; PP5 primary: 4.4; procasp3 activ: -1; Efflux pump inh: 0.2; HCV core dimer: 5; CTSL1 counter: -8

# (continued)
SMILES,procasp7 counter,TPT1 inh,PP1 inh,GASC-1 inh,PP5 primary,procasp3 activ,Efflux pump inh,HCV core dimer,CTSL1 counter
O=C(Oc1ccccc1C(=O)Nc1ccccc1)c1ccccc1Br,7,5,-2,-2,3.4,3,0.6,-7,1
O=C(NC1=NCCS1)c1ccccc1Br,9,-1,2,-5,2.0,-2,0.0,0,1
Clc1ccc(C2=CC(c3ccco3)n3ncnc3N2)cc1 (stereo not given),-8,-115,9,-5,2.5,0,0.0,-2,2
Cc1noc(C)c1COC(=O)c1cc(=O)[nH]c2ccccc12,16,-1,0,x,2.2,7,-0.1,3,-1
CN1C2C=C(N(CCc3c[nH]c4ccccc34)C(=O)c3ccc(Cl)cc3)CC1CC2 (stereo not given),12,-1,4,5,4.9,-5,-0.1,-5,2
Cc1ccc(C(=O)N/N=C/c2ccc(-c3cccc(Cl)c3)o2)cn1,-8,1,-1,4,-0.3,-28,-0.1,-3,4
Nc1nonc1-n1nnc(C(=O)N/N=C/c2cccc(Cl)c2)c1-c1cccs1,-2,-3,4,-9,9.6,2,0.1,4,0
NS(=O)(=O)c1ccc(N/C=C\C(=O)c2cccc3ccccc23)cc1,-1,2,2,-23,-0.3,4,0.2,12,2
CC(C)OC(=O)Nc1ccc2c(c1)N(C(=O)CCN1CCN(CCO)CC1)c1ccccc1CC2,-2,0,-1,0,-0.1,-2,0.0,0,7
CCC1CCCCN1Cc1nc2c(c(=O)n(C)c(=O)n2C)n1CC(C)C (stereo not given),3,-2,-6,-4,2.1,12,0.0,5,0
CCn1c(SCC(=O)O)nnc1-c1cccnc1,-2,-3,1,1,1.4,0,0.0,11,-2
Cc1ccc(C)c(OCCC(=O)OCC(=O)NC(=O)NCc2ccccc2)c1,1,-1,-4,-5,1.8,4,0.0,-6,-11
COc1ccc(NC(=O)CC2SC(N3CCOCC3)=NC2=O)c(OC)c1 (stereo not given),8,x,0,0,3.0,0,-0.5,x,x

# A second format for 2 compounds above:
# Order of results – procasp7 counter | TPT1 inh | PP1 inh | GASC-1 inh | PP5 primary | procasp3 activ | Efflux pump inh | HCV core dimer | CTSL1 counter
- CN1C2C=C(N(CCc3c[nH]c4ccccc34)C(=O)c3ccc(Cl)cc3)CC1CC2 (stereo not given)
 : 12 | -1 | 4 | 5 | 4.9 | -5 | -0.1 | -5 | 2
- Cc1ccc(C(=O)N/N=C/c2ccc(-c3cccc(Cl)c3)o2)cn1
 : -8 | 1 | -1 | 4 | -0.3 | -28 | -0.1 | -3 | 4

# Screening data as filed in PubChem BioAssay.
